Screening data from PubChem.
TRPC4 PAM = allosteric potentiators of mouse TRPC4 channel. Q9QUQ5. HEK293 TRPC4beta/mu-opioid, DAMGO EC20, Fluo-4 Ca2+ flux; hits give high values. B-score at 10 µM. 310,000 tested, 0.42% active. AID 2227;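 active = B-score of calcium response area above 5 SD of library B-scores, with initial fluorescence ratio within 5 SD of library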;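 also: B-score of integrated fluorescence ratio over time as area under calcium response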
PolyA inh = blocks polyadenylation in yeast reporter cells; S. cerevisiae SKY197-pL101 polyadenylation reporter, beta-gal luminescence; efflux-impaired pdr1/pdr3 knockout yeast; score 100 = 6 SD above DMSO; calls only at 12 µM; 300,000 tested, 0.02% active; AID 1875;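 active = lowest replicate activity score at least 50, where 100 means six control SD above control mean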;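 also: yeast exposed to compound for 9 h at 30 °C; higher score means more reporter readthrough which indicates perturbed polyadenylation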
hERG rescue = compounds protecting human hERG from proarrhythmic drug block; AID 1511; Q12809; 310,000 tested, 0.51% active; activation (rescue from dofetilide block), less the hit threshold, % at 10 µM; CHO-hERG, FluxOR thallium flux, dofetilide IC70 present;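 active = activation above the mean of controls blocked by dofetilide plus 5 SD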;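 also: thallium influx through hERG after potassium depolarization seen as dye fluorescence rise; in these data hits start at about 4.7%; inactives centre near -7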
Target sequence (Q12809 whole entry, looked up): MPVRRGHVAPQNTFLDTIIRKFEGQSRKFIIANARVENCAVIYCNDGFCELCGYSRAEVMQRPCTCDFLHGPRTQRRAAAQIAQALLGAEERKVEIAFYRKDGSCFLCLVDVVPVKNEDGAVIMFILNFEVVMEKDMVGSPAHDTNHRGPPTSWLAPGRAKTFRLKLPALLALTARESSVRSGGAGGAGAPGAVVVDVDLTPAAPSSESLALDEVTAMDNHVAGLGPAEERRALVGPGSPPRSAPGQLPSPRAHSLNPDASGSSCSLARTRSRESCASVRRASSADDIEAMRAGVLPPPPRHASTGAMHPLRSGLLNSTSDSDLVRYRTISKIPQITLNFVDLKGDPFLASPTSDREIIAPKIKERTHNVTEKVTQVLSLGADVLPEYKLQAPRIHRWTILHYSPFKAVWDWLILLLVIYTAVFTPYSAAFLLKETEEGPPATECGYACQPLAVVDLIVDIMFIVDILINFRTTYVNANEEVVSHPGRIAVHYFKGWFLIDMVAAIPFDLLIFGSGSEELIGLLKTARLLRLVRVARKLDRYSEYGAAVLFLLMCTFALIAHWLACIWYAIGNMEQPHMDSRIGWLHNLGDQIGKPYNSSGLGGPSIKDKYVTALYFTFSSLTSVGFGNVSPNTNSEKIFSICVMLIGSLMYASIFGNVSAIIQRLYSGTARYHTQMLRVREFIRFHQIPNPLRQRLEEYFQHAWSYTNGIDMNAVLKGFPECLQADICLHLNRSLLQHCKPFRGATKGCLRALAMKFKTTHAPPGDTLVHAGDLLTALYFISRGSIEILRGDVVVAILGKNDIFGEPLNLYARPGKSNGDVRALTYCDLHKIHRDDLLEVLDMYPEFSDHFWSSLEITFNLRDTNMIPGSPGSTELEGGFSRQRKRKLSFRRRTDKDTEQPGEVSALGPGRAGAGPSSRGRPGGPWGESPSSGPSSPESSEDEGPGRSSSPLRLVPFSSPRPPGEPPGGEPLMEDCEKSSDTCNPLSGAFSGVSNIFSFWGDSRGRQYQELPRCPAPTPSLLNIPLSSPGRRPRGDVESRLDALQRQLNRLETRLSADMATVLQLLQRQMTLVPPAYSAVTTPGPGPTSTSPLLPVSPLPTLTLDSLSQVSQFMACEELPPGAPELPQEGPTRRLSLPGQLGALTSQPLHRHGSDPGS
KCNK9 block = blocks the human KCNK9 two-pore domain potassium channel; Q9NPC2; HEK293 KCNK9, FluxOR thallium flux fluorescence; hits give low values; B-score at 10 µM; 310,000 tested, 1.2% active; AID 488922;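 active = ratio B-score over 3 SD below the library mean, with starting fluorescence within 5 SD of its mean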;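 also: negative B-score means less thallium flux so channel inhibition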
KCNK3 block = human KCNK3 channel inhibition, primary screen | O14649 | CHO-KCNK3 thallium flux, FluxOR fluorescence; hits give low values | B-score at 10 µM | 340,000 tested, 0.84% active | AID 602410;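 active = B-score under library mean minus 4 SD, starting fluorescence ratio at most library mean plus 5 SD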;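 also: more negative B-score means stronger inhibition of thallium flux through KCNK3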
Dyrk1A ADPGlo = blocks rat Dyrk1A kinase activity. ADP-Glo luminescence, NFATc1 peptide. inhibition, % at 12.5 µM. Q63470. AID 504441. 310,000 tested, 0.43% active; in the data active = inhibition above about 50%;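 also: plate controls were vehicle with enzyme for no effect and no enzyme for full effect; many of its hits are not listed in these tables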
KCNQ1 act = potentiates or activates the human KCNQ1 potassium channel; B-score at 10 µM; CHO-K1 KCNQ1, thallium flux FluxOR fluorescence; hits give high values; 310,000 tested, 0.35% active; AID 2648; P51787;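 active = fluorescence ratio B-score, a plate-corrected score, at least three library SD, with initial intensity B-score within 5 SD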
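Assay system: CHO-K1 cells stably expressing KCNQ1. Medium: assay buffer for compound exposure, DMSO matched across wells. Timing: 37 °C overnight plating, 90-min dark dye load, 20-min compound pretreatment. Signal: kinetic FluxOR fluorescence, 10 s baseline plus 110 s post-stimulus.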
TRPC4 act = TRPC4 (mouse) channel activation | HEK293 TRPC4beta/mu-opioid, Fluo4 calcium fluorescence; hits give high values | B-score at 10 µM | 310,000 tested, 0.49% active | AID 2237;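 active = B-score above 5 SD of library B-scores, and initial fluorescence ratio not above library mean plus 5 SD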;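 also: positive B-score marks a calcium rise read as TRPC4 activation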
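Technique: kinetic Fluo4 calcium fluorescence; Test system: TRPC4beta and mu-opioid receptor HEK293 stable cells; Measure: B-scored integrated calcium fluorescence ratio; Benchmarks: low control buffer alone, high control maximal DAMGO; Schedule: 45 min room-temperature Fluo4 loading, 110 s read.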
Platelet DG rel = platelet dense granule release activity; human platelet-rich plasma, SFLLRN dense granule ATP release, luminescence; inhibition, %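 (compounds screened at 7.5 µM in platelet-rich plasma)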; 300,000 tested, 0.22% active;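 active = mean replicate score, as percent of positive control, at or above 50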
TRPC4 inh = inhibitors of mouse TRPC4 channel | Q9QUQ5 | 300,000 tested, 0.39% active | B-score at 10 µM | HEK293 TRPC4beta/mu-opioid, DAMGO-evoked Fluo4 calcium flux; hits give low values;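 active = B-score over 3 SD under the library average, no early fluorescence shift, positive overall ratio signal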
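System: stable TRPC4beta/mu-opioid receptor HEK293 cells; Dosing: single-point compound dosing; Measured by: Fluo4 Ca2+ flux fluorescence; Read-out basis: per-well B score of integrated baseline-normalized Fluo4 ratio.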
KCNQ1 block = human KCNQ1 channel inhibition; B-score at 10 µM; CHO-K1 KCNQ1, FluxOR thallium flux fluorescence; hits give high values; AID 2642; 310,000 tested, 1.3% active;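 active = compounds whose thallium flux B-score, printed positive for inhibition, exceeds three library SD while starting fluorescence stays within three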;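 also: channel opened by potassium depolarization with thallium stimulus after 20 min compound exposure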
* marks the source's active call; other numbers are inactive results; i = inactive; / = not tested or not shown. The list is partial; rates above refer to the full screens.

SMILES | TRPC4 PAM | PolyA inh | hERG rescue | KCNK9 block | KCNK3 block | Dyrk1A ADPGlo | KCNQ1 act | TRPC4 act | Platelet DG rel | TRPC4 inh | KCNQ1 block
COc1ccc2c(c1)CCCC2NS(=O)(=O)OCC(Cl)(Cl)Cl (stereo not given) | i | i | -2 | i | i | 1 | i | i | -8 | / | i
O=C(Nc1cccc(NC(=O)c2ccco2)c1)c1cccc(Br)c1 | i | i | -9 | -10* | -13* | 13 | i | i | 4 | i | i
CN(C)CCNc1ccc(-c2nn(C)c(=O)c3ccccc23)cc1[N+](=O)[O-] | i | i | -8 | i | i | 9 | i | i | -6 | i | i
CC(=O)N1N=C(c2ccc(Br)cc2)CC1c1cn(C)c2ccccc12 (stereo not given) | i | i | -4 | i | i | -8 | i | i | -17 | i | i
CC(=O)Nc1ccc(NC(=O)CS(=O)(=O)c2cn(CC(=O)N3CCC(C)CC3)c3ccccc23)cc1 | i | i | -16 | i | i | -12 | i | i | -1 | i | i
CCCC(=O)NC(c1ccc(N(C)C)cc1)c1c(O)ccc2ccccc12 (stereo not given) | i | i | 3 | i | i | 9 | i | i | -2 | i | i
CC(=O)OCc1nc2sc3c(c2c(=O)[nH]1)CCCC3 | i | i | -7 | i | i | 15 | i | i | -5 | i | i
CCOc1ccc2c(c1)c(C(C)=O)c(C)n2-c1ccccc1 | i | i | -2 | i | i | 2 | i | i | -9 | i | i
CC(=O)Nc1ccc(NC(=O)C(C)OC(=O)C2CC(=O)N(CCc3ccccc3)C2)cc1 (stereo not given) | i | i | -14 | i | i | -5 | i | i | 7 | i | i
CN(CCO)c1cc(N2CCN(C(=O)c3ccco3)CC2)c2nonc2c1[N+](=O)[O-] | i | i | -5 | i | i | -8 | i | i | 4 | i | i
COc1ccc(OCc2cc(C(=O)N(C)Cc3nccn3C)no2)c2ccccc12 | i | i | -22 | i | i | -1 | i | i | 2 | i | i
CC(C)Cn1c(=O)c(C(=O)Nc2ccncc2)c(O)c2ccccc21 | i | i | -17 | i | i | -10 | i | i | 2 | i | 8*
O=C(C1CCCN(S(=O)(=O)c2ccccc2)C1)N1CCCCC1 (stereo not given) | i | i | -8 | i | i | -4 | i | i | -7 | i | i
Cc1ccc2nc3nc(NCC4CCCO4)c(C(=O)NC4CCCCC4)cc3c(=O)n2c1 (stereo not given) | i | i | -15 | i | / | / | i | i | -1 | i | i
COc1ccc(C(=O)Nc2cccc3ccccc23)cc1 | i | i | -9 | i | i | -2 | i | i | -10 | i | i
C=CCn1c(SCc2cc(=O)n3cc(C)ccc3n2)nnc1-c1cccc(C)c1 | i | i | -8 | i | i | 3 | i | i | -11 | i | i
O=C(COc1ccccc1)Nc1ccc(N2CCN(C(=O)c3ccco3)CC2)cc1 | i | i | -6 | i | i | / | i | i | -5 | i | i
CCc1c(C)sc(NC(=O)Cn2nc(C)c([N+](=O)[O-])c2C)c1C(N)=O | i | i | -1 | i | i | -2 | i | i | 3 | i | i
O=C(O)Cn1nc(-c2ccc(Cl)cc2)ccc1=O | i | i | -5 | i | i | 0 | i | i | -5 | i | i
O=S(=O)(c1ccc(Cl)cc1)c1nc(-c2ccccc2F)oc1NCCCN1CCOCC1 | i | i | -2 | i | i | -2 | i | i | -4 | i | i
CCSc1nc(N)c2c3c(sc2n1)CN(C)CC3 | i | i | -11 | i | / | / | i | i | -6 | i | i
O=[N+]([O-])c1ncc(Br)cc1Nc1ccccc1 | i | i | -8 | i | i | -9 | i | i | -2 | i | i
FC(F)(F)c1ccc(C2[C@H]3CN(Cc4cccnc4)[C@H](c4ccccc4)C34CC2(c2cccnc2)C4)cc1 (stereo not given in full) | i | i | -28 | i | i | -13 | i | i | -8 | i | i
CCOc1ccc(-c2nnn(CC(=O)NCc3ccco3)n2)cc1 | i | i | -7 | i | i | -5 | i | i | -3 | i | i
CCCOC1CCCN(C(=O)c2ccc3oc(C(C)C)nc3c2)C1 (stereo not given) | i | i | -10 | i | i | -2 | i | i | -2 | i | i
Cc1ccc(NC(=O)Cn2nnc(C(=O)NCc3ccc(Cl)cc3)c2N)cc1F | i | i | -7 | i | i | -2 | i | i | 7 | i | i
CCc1nnc(NC(=O)CSc2nnc(COc3cccc(C)c3)o2)s1 | i | i | -16 | i | i | -3 | i | i | -1 | i | i
O=C(NNc1ccccc1C(F)(F)F)c1sccc1Br | i | i | -7 | -8.7* | i | / | i | i | -1 | i | i
CCN(Cc1ccccc1)C(=O)CCNS(=O)(=O)c1ccc2c(c1)CC(C)N2C(C)=O (stereo not given) | i | i | -8 | i | i | -7 | i | i | 2 | i | i
CC(C)(C)NC(=O)c1ccc2c(c1)C1C3CCC(C3)C1C(c1ccccc1)N2 (stereo not given) | i | i | -2 | i | i | 3 | i | i | 3 | i | i
O=C(Cn1nnnc1CN1CCOCC1)N1CCC(c2cccc(Cl)c2)C1 (stereo not given) | i | i | -2 | i | i | 4 | i | i | 11 | i | i
CC(=O)Nc1ccc(S(=O)(=O)N2CCN(S(=O)(=O)c3ccc(F)c(F)c3F)CC2)cc1 | i | i | -5 | i | i | -1 | i | i | 1 | i | i
Cc1ccc(N(C)C(=O)c2cc(S(=O)(=O)N3CCCCC3)c[nH]2)cc1 | i | i | -9 | i | i | -6 | i | i | -16 | i | i
Cc1ccc(S(=O)(=O)N2CCN(C(=O)Cc3ccc(S(=O)(=O)N4CCOCC4)s3)CC2)cc1 | i | i | -9 | i | i | 11 | i | i | -8 | i | i
O=S(=O)(Cc1ccccc1Cl)NCCc1ccc(F)cc1 | i | i | -9 | i | i | -2 | i | i | -5 | i | i
COc1ccc(C(c2sc3nc(C)nn3c2O)N2CCc3ccccc3C2)cc1 (stereo not given) | i | i | -11 | i | i | 5 | i | i | 18 | i | i
CCOC(=O)N1CCN(C(=O)COC(=O)C2CCN(S(=O)(=O)c3c(Cl)cccc3Cl)CC2)CC1 | i | i | -17 | i | i | 16 | i | i | 8 | i | i
O=C(CCn1nnc(-c2cccs2)n1)N1CCc2ccccc2C1 | i | i | -5 | i | i | 4 | i | i | 8 | i | i
C=CCn1c(C)cc(C)c(C#N)c1=O | i | i | -10 | i | i | 3 | i | i | 5 | i | i
CCOc1cc(C(C(=O)NCC2CCCO2)N(C(=O)Cn2nnc3ccccc32)c2ccccc2C)ccc1O (stereo not given) | i | / | -5 | i | i | -4 | i | i | 2 | i | i

2 entries from above, as comma-separated lines.
canonical_smiles,TRPC4 PAM,PolyA inh,hERG rescue,KCNK9 block,KCNK3 block,Dyrk1A ADPGlo,KCNQ1 act,TRPC4 act,Platelet DG rel,TRPC4 inh,KCNQ1 block
O=C(Cn1nnnc1CN1CCOCC1)N1CCC(c2cccc(Cl)c2)C1 (stereo not given),i,i,-2,i,i,4,i,i,11,i,i
CC(=O)Nc1ccc(S(=O)(=O)N2CCN(S(=O)(=O)c3ccc(F)c(F)c3F)CC2)cc1,i,i,-5,i,i,-1,i,i,1,i,i

Continuation:
SMILES | TRPC4 PAM | PolyA inh | hERG rescue | KCNK9 block | KCNK3 block | Dyrk1A ADPGlo | KCNQ1 act | TRPC4 act | Platelet DG rel | TRPC4 inh | KCNQ1 block
CCc1nnc(N2C(=N)SCC2=O)s1 | i | i | -4 | i | i | -1 | i | i | 11 | i | i
CCCc1nc2ccccc2c(=O)n1NC(=O)c1c(O)c2cccc3c2n(c1=O)CCC3 | i | i | -4 | i | i | -5 | i | i | -3 | i | i
O=C(NN(C(=O)C1CC1)c1nc2ccccc2s1)C1CC1 | i | i | -11 | i | i | -1 | i | i | -3 | i | i
COc1ncccc1-c1nnn(-c2ccc(F)cc2)n1 | i | i | -9 | i | i | 3 | i | i | 2 | i | i
COc1ccc(N2CCN(C(=O)C(=O)c3c(C)n(C)c4ccccc34)CC2)cc1 | i | i | -16 | i | i | 0 | i | i | 15 | i | i
O=C(CN1C(=O)S/C(=C/c2cccnc2)C1=O)N1CCOCC1 | i | i | -8 | i | i | 1 | i | i | -4 | i | i
COc1ccc(/C=C2\SC(=S)N(N3CCOCC3)C2=O)c(OC)c1 | i | i | -8 | i | i | 4 | i | i | -13 | i | i
CN(C)C(=O)c1ccc(N/C=C(\C=O)c2nc3ccccc3o2)cc1 | i | i | -2 | i | i | 20 | i | i | -8 | i | i
CCOC(=O)COc1cc(-n2c(=S)[nH]c3ccccc3c2=O)c(Cl)cc1Cl | 31* | i | -9 | i | i | 8 | i | i | 2 | i | i
Cn1c(N2CCN(C(=O)Nc3ccc(F)cc3)CC2)nc2ccccc21 | i | i | -1 | i | i | -6 | i | 88* | 2 | i | i
N#Cc1c(-c2ccco2)ccn(Cc2ccc(F)cc2)c1=O | i | i | 1 | i | i | 14 | i | i | -8 | i | i
Cc1cc(-c2ccc(C)c(S(=O)(=O)Nc3cc(C)on3)c2)on1 | i | i | -7 | i | i | -5 | i | i | -6 | i | i
CCNc1nc(NCC)n2c(SCC(=O)Nc3ccc(C(F)(F)F)cc3[N+](=O)[O-])nnc2n1 | i | i | -9 | i | i | 2 | i | i | 4 | i | i
O=C(c1ccc(Cn2cc([N+](=O)[O-])cn2)o1)N1N=C(C(F)F)CC1(O)C(F)F (stereo not given) | i | i | -8 | i | i | -11 | i | i | 6 | i | i
O=C(c1ccccc1)c1cnc[nH]1 | i | i | -4 | i | i | 8 | i | i | 4 | i | i
CCc1cccc2sc(NC(=O)C3CC3)nc12 | i | i | -8 | i | i | -1 | i | i | 0 | i | i
O=[N+]([O-])c1ccc(Oc2cc(NC3CCCCCCC3)c([N+](=O)[O-])cc2[N+](=O)[O-])cc1 | i | i | -15 | i | i | -5 | i | i | 6 | i | i
O=C(c1ccc(Br)s1)N1CCN(C/C=C/c2ccccc2)CC1 | i | i | -11 | i | i | 1 | i | i | -4 | i | i
Cc1ccc(NC(=O)c2cccc(Oc3ccc([N+](=O)[O-])cc3)c2)c(C(=O)O)c1 | i | i | -18 | i | i | -3 | i | i | -6 | i | i
O=S1(=O)CCOC[C@H](Cc2ccccc2)N1Cc1ccc(Cl)cc1 | i | i | -7 | i | i | 18 | i | i | 0 | i | i
O=C(Cc1cccs1)Nc1ccccc1C(=O)O | i | i | -5 | i | i | 21 | i | i | -1 | i | i
COc1ccc(N(Cc2cc3cccc(C)c3[nH]c2=O)S(=O)(=O)c2ccc(Cl)cc2)cc1 | i | i | -9 | -7.5* | i | -1 | i | i | 1 | i | i
C=CCn1c(SCc2c(C)noc2C)nc2cc(C(=O)O)ccc2c1=O | i | i | -3 | i | i | 6 | i | i | -14 | i | i
C[n+]1cccc(O)c1SCc1ccccc1 | i | i | 0 | i | i | 4 | i | i | -9 | i | i
